Compound activity (PubChem)
mIAP block – blocks mouse intestinal alkaline phosphatase. purified mouse IAP, CDP-Star luminescence, 30 min. inhibition, % at 10 µM. 330,000 tested, 0.2% active;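 active means inhibition of at least 40% at 10 µM in the primary screen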;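 further: plate controls were DMSO with enzyme for no effect and no enzyme wells for full effect; values of inactives mirror those of a sister screen read the other way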
beta cell repl – induces beta-cell replication in MIN6 cells; MIN6 cells proliferation, ATPlite luminescence, 48 h; cells starved in 0.2% serum; 100% = growth in 10% serum; proliferation, % at 10 µM; 330,000 tested, 0.29% active; AID 2380;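 active means compounds whose signal lies at least 3.5 SD above the mean of all wells on their plate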;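 further: 0% = DMSO-treated cells in low-serum medium and 100% = 10% serum control; some compounds called inactive have numbers as strong as hits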
hIAP activ – human IAP activation. P09923. purified human IAP, CDP-Star luminescence, 30 min; active compounds read high; 1 = vehicle-only enzyme, 0 = enzyme-free background. activation factor at 10 µM. 330,000 tested, 0.16% active;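 active means activation factor of the enzyme at least 2-fold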; further: the source names both 10 and 20 µM as test concentration; values of inactives mirror those of a sister screen read the other way
Target sequence (P09923 whole entry, looked up): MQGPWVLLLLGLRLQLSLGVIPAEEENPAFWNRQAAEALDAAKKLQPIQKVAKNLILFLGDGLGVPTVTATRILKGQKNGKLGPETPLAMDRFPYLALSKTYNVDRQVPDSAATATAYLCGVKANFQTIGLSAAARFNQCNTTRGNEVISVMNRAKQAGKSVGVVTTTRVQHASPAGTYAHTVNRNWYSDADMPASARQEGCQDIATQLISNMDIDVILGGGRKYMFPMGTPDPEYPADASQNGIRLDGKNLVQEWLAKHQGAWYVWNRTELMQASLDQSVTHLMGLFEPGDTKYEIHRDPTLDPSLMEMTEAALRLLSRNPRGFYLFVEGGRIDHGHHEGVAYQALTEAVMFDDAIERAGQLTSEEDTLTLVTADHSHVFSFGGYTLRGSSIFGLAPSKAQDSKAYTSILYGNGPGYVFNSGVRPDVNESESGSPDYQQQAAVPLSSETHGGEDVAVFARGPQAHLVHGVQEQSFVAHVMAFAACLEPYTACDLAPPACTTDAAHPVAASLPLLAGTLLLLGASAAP
A3G deaminase – APOBEC3G (human) deaminase inhibition; inhibition, % at 20 µM; 330,000 tested, 0.28% active; recombinant A3G, ssDNA deamination FAM/TAMRA fluorescence; AID 493012;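 active means inhibition of at least 40% at 20 µM, with no more than 30% in the related APOBEC3A deaminase screen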;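 further: plate controls were DMSO wells with A3G for no effect and wells lacking A3G enzyme for full effect; some compounds called inactive have numbers as strong as hits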
APOBEC3A inh – human APOBEC3A DNA deaminase inhibition. P31941. recombinant A3A, FAM/TAMRA ssDNA deamination fluorescence. inhibition, % at 20 µM. 330,000 tested, 0.41% active. AID 493011;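 active means at least 40% inhibition at 20 µM here, with at most 30% in a related deaminase screen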;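 further: plate controls were A3A with DMSO for no effect and wells lacking A3A enzyme for full effect; some results filed as inactive read as strong as hits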
Target sequence (P31941 whole entry, looked up): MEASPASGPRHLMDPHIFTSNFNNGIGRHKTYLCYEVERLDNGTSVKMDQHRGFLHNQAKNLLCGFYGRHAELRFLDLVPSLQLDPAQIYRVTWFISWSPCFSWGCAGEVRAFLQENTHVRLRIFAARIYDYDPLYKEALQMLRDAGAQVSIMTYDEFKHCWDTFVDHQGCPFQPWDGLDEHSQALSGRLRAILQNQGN
mIAP act – increases mouse intestinal alkaline phosphatase activity; muIAP, CDP-Star luminescence, 30 min; active compounds read high; 1 = vehicle-only enzyme signal, 0 = enzyme-free wells; activation factor at 10 µM; 330,000 tested, 0.24% active; AID 2805;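 active means activation factor of at least 2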; further: the source names both 10 and 20 µM as test concentration; values of inactives mirror those of a sister screen read the other way
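Assay system: mouse IAP enzyme; Reagent: CDP-Star chemiluminescent phosphatase substrate; Compound: DMSO-dissolved test compounds; Incubation: 30 min, room temperature; Technique: luminescence from enzymatic CDP-Star hydrolysis; Controls: DMSO-only wells and no-enzyme negative control.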
hIAP inh – human IAP inhibition. AID 2544. P09923. purified IAP, CDP-Star luminescence, 30 min. 330,000 tested, 0.12% active. inhibition, % at 10 µM;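 active means inhibition reaching a set limit with compound at 10 µM in the primary screen, cut at about 35% in these data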;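 further: plate controls were DMSO wells with enzyme for no effect and no-enzyme buffer wells for full effect; values of inactives mirror those of a sister screen read the other way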
NALP3 yeast inh – inhibitors of NALP3 inflammasome in yeast; AID 2825; inhibition, % at 10 µM; Yeast reconstituted NLRP3/ASC/caspase-1, beta-gal luminescence, 24 h; 330,000 tested, 0.39% active;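 active means inhibition of 50% or more; inactive means inhibition below 50%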;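 further: plate controls were induced DMSO wells for no effect and uninduced yeast grown without galactose for full effect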
SENP1 inh – SENP1 (human) catalytic domain inhibition. inhibition, % at 10 µM. AID 624204. 360,000 tested, 0.21% active. recombinant SENP1 catalytic domain, CyPet-SUMO1-YPet FRET cleavage;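 active means inhibition at least 30% at 10 µM, raw YFP signal under a set limit, fluorescence ratio 0.5 to 1.5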;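 further: 0% = enzyme with DMSO and 100% = no enzyme wells; some results filed as inactive read as strong as hits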
Target sequence (Q9P0U3 419-644 limits assumed): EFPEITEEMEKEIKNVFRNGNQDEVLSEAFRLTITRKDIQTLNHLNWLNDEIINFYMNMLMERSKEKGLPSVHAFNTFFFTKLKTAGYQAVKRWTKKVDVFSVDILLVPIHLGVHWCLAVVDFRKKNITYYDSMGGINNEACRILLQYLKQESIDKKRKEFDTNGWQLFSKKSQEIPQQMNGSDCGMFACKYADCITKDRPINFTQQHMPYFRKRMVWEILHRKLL
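Test system: human SENP1 catalytic domain; medium: Tris pH 8 buffer plus EDTA, NaCl, BME, BSA, NP40, catalase; incubation: 50 min reaction at room temperature; technique: FRET, CFP and YFP emission; controls: no-enzyme low control and enzyme-plus-DMSO high control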
* = called active by the depositor; . = not tested or not shown. Not all compounds are listed; the hit share may differ from the screen's.

SMILES	mIAP block	beta cell repl	hIAP activ	A3G deaminase	APOBEC3A inh	mIAP act	hIAP inh	NALP3 yeast inh	SENP1 inh
CCCCNc1nc2ccccc2n1CC(=O)N1CCc2ccccc2C1	-4	3	0.97	-2	0	1	2	1	4
O=C1c2ccccc2NC(c2ccccn2)N1c1ccc(Cl)cc1 (configuration not stated)	0	-2	1	-4	-3	1	-2	10	-2
O=C(NC1CCN(C(=O)Nc2ccc(F)cc2)CC1)c1ccccc1F	-2	-3	1	-7	-2	1	0	11	0
O=C(NCc1ccco1)c1ccc2c(=O)n(CCC3=CCCCC3)c(=O)[nH]c2c1	-2	1	1.1	-3	1	1	-6	-7	-1
CCOC(=O)Nc1ccc2c(c1)N(C(=O)N1CCN(C)CC1)c1ccccc1CC2	7	-5	1.1	-5	-1	0.93	-5	7	4
CC(=O)Nc1cccc(/C(C)=N/Nc2nc3ccccc3s2)c1	-5	-1	1.2	-7	-7	1.1	-19	3	4
CCCCn1c(N)c(N(CC(C)C)C(=O)c2c(CC)noc2C)c(=O)[nH]c1=O	-6	1	1.1	-8	-3	1.1	-10	5	0
CC(C)(C)NC(=O)CN(C(=O)CS(=O)CC(=O)Nc1ccc(F)cc1)c1ccc(Cl)cc1 (configuration not stated)	-15	1	1.1	0	4	1.1	-11	0	-1
CS(=O)(=O)Nc1ccc(C(=O)N2CCN(c3ccccc3F)CC2)cc1	-4	0	0.89	-2	-1	1	12	-5	2
Cc1ccc(N=C2NC(=O)/C(=C/c3cccn3C)S2)cc1C	4	-4	0.91	-7	-5	0.95	9	10	-55
CSc1nc(-c2ccc(F)cc2)cc(=O)[nH]1	3	-5	0.89	-3	3	0.97	11	4	1
COc1cccc2sc(NNC(=O)c3nc4ccccc4s3)nc12	10	-6	1.9	-3	-3	0.9	-93	4	-6
NS(=O)(=O)c1ccc(CCNCc2cc(Br)ccc2OCc2ccccc2F)cc1	-2	-5	1.2	-2	0	1	-16	7	3
CC(=O)CSc1ncnc2c1cnn2-c1ccccc1	13	-3	1	-6	-9	0.87	-2	25	-2
CCCCNC(=S)NNC(=O)c1c(C)nc2ccccn12	0	3	1.5	-10	0	1	-55	25	1
Cc1ccc(S(=O)(=O)N2CCN(C(=O)COC(=O)CCOc3ccc(C(C)(C)C)cc3)CC2)cc1	4	-7	1.1	-3	4	0.96	-8	12	-1
Cc1sc(NC(=O)C2CC(Cl)=CCC2C(=O)O)c(C#N)c1C (configuration not stated)	-2	-2	1	-2	2	1	-1	0	-2
CC1CN(c2ccc([N+](=O)[O-])cc2C#N)CC(C)O1 (configuration not stated)	3	-2	0.91	2	2	0.97	9	-14	-3
Cc1ccc(S(=O)(=O)N2CCOCC2)cc1C(=O)OC1CCOC1=O (configuration not stated)	4	-3	0.94	-10	-3	0.96	6	25	-1
Oc1ccccc1Oc1ncc(Br)c(Cl)n1	16	-6	1	-4	-3	0.84	-4	-4	0

A second format for part of the listing above.
| Compound | mIAP block | beta cell repl | hIAP activ | A3G deaminase | APOBEC3A inh | mIAP act | hIAP inh | NALP3 yeast inh | SENP1 inh |
| --- | --- | --- | --- | --- | --- | --- | --- | --- | --- |
| CCCCNc1nc2ccccc2n1CC(=O)N1CCc2ccccc2C1 | -4 | 3 | 0.97 | -2 | 0 | 1 | 2 | 1 | 4 |
| O=C1c2ccccc2NC(c2ccccn2)N1c1ccc(Cl)cc1 (configuration not stated) | 0 | -2 | 1 | -4 | -3 | 1 | -2 | 10 | -2 |
| O=C(NC1CCN(C(=O)Nc2ccc(F)cc2)CC1)c1ccccc1F | -2 | -3 | 1 | -7 | -2 | 1 | 0 | 11 | 0 |
| O=C(NCc1ccco1)c1ccc2c(=O)n(CCC3=CCCCC3)c(=O)[nH]c2c1 | -2 | 1 | 1.1 | -3 | 1 | 1 | -6 | -7 | -1 |
| CCOC(=O)Nc1ccc2c(c1)N(C(=O)N1CCN(C)CC1)c1ccccc1CC2 | 7 | -5 | 1.1 | -5 | -1 | 0.93 | -5 | 7 | 4 |
| CC(=O)Nc1cccc(/C(C)=N/Nc2nc3ccccc3s2)c1 | -5 | -1 | 1.2 | -7 | -7 | 1.1 | -19 | 3 | 4 |
| CCCCn1c(N)c(N(CC(C)C)C(=O)c2c(CC)noc2C)c(=O)[nH]c1=O | -6 | 1 | 1.1 | -8 | -3 | 1.1 | -10 | 5 | 0 |
| CC(C)(C)NC(=O)CN(C(=O)CS(=O)CC(=O)Nc1ccc(F)cc1)c1ccc(Cl)cc1 (configuration not stated) | -15 | 1 | 1.1 | 0 | 4 | 1.1 | -11 | 0 | -1 |
| CS(=O)(=O)Nc1ccc(C(=O)N2CCN(c3ccccc3F)CC2)cc1 | -4 | 0 | 0.89 | -2 | -1 | 1 | 12 | -5 | 2 |
| Cc1ccc(N=C2NC(=O)/C(=C/c3cccn3C)S2)cc1C | 4 | -4 | 0.91 | -7 | -5 | 0.95 | 9 | 10 | -55 |
| CSc1nc(-c2ccc(F)cc2)cc(=O)[nH]1 | 3 | -5 | 0.89 | -3 | 3 | 0.97 | 11 | 4 | 1 |
| COc1cccc2sc(NNC(=O)c3nc4ccccc4s3)nc12 | 10 | -6 | 1.9 | -3 | -3 | 0.9 | -93 | 4 | -6 |
| NS(=O)(=O)c1ccc(CCNCc2cc(Br)ccc2OCc2ccccc2F)cc1 | -2 | -5 | 1.2 | -2 | 0 | 1 | -16 | 7 | 3 |
| CC(=O)CSc1ncnc2c1cnn2-c1ccccc1 | 13 | -3 | 1 | -6 | -9 | 0.87 | -2 | 25 | -2 |
| CCCCNC(=S)NNC(=O)c1c(C)nc2ccccn12 | 0 | 3 | 1.5 | -10 | 0 | 1 | -55 | 25 | 1 |

(further entries)
SMILES	mIAP block	beta cell repl	hIAP activ	A3G deaminase	APOBEC3A inh	mIAP act	hIAP inh	NALP3 yeast inh	SENP1 inh
CCOc1ccc(Cc2nnc(SCC(=O)Nc3ccccc3)n(N)c2=O)cc1	0	-1	1.1	-3	1	1	-10	4	1
COC(c1ccccc1)c1nnc(CCC(=O)N2CCN(CCOc3ccccc3)CC2)o1 (configuration not stated)	2	1	1.2	-3	-3	0.98	-19	23	-2
O=C(Nc1ccc(Br)cc1F)c1ccc2nsnc2c1	2	0	0.97	-1	-2	0.98	3	-1	3
COCCn1c(C23CC4CC(CC(C4)C2)C3)n[nH]c1=S	-2	-3	1.1	35	2	1	-10	22	2
COc1ccc(CNC(=O)CCN2C(=O)[C@@H]3Cc4ccccc4CN3C2=O)cc1	5	-4	1.2	-6	-3	0.95	-24	-2	0
O=C(NNc1ccccn1)C(=O)NNS(=O)(=O)c1ccc(F)cc1	2	-1	0.96	-8	-5	0.98	4	9	2
Cc1noc(C)c1S(=O)(=O)NCCCN1CCN(Cc2ccccc2)CC1	-5	-3	1.2	-6	-7	1.1	-18	13	.
COc1ccc(OC)c(CN2CCN(C(=O)c3ccc(S(=O)(=O)Nc4ccccc4F)cc3)CC2)c1	-6	0	0.97	-3	0	1.1	3	0	0
CCOC(=O)c1ccc(N2C(=O)CC(Sc3nc(C)cc(C)n3)C2=O)cc1 (configuration not stated)	-7	1	1.2	-8	-4	1.1	-25	18	1
Cc1oc(/N=C/c2ccccc2)c(C#N)c1C	-7	1	0.84	-5	-3	1.1	16	16	-4
COc1ccc(Nc2nnc(Cc3ccncc3)c3ccccc23)c(OC)c1	8	-4	1	-10	-4	0.92	0	8	1
O=C1NCCCCC1NS(=O)(=O)c1ccc(Cl)cc1 (configuration not stated)	3	-4	0.85	-8	-5	0.97	15	11	2
COc1cc(Cl)c(C)cc1NC(=O)c1ccccc1-n1cnnn1	-4	-1	0.95	12	0	1	5	14	3
COc1ccc(CCNC(=O)COc2coc(CN3c4ccccc4CC3C)cc2=O)cc1OC (configuration not stated)	-1	1	1	-13	-3	1	-5	16	1
O=C(NCCCn1ccnc1)c1cc(C(=O)C2CCCCC2)c[nH]1	-4	3	1.1	-2	1	1	-14	-5	3
CCCCNC(=O)CNC(=S)N(Cc1ccccc1F)C1CCCCC1	-19	-4	1.1	-11	0	1.2	-8	4	1
O=c1[nH]c(SCc2ccccc2F)nc2ccccc12	16	-2	0.93	-1	2	0.84	7	35	-3
CCN(CC(=O)Nc1ccc2c(c1)OCCO2)C(=O)c1ccc(C(F)(F)F)cc1	-4	-4	0.94	-8	0	1	6	18	-7
C[C@H](NC(=O)c1cc2cc(Cl)ccc2n1C)C(=O)N[C@@H](C(=O)O)c1ccccc1	0	-1	1.1	-6	1	1	-11	3	1
CCN1CCN(C(=O)/C=C/c2ccc(C)cc2)CC1	2	3	1	0	-1	0.98	0	-6	4
COc1cc2cc(C(=O)O)[nH]c2c(OC)c1OC	0	0	0.99	1	-1	1	1	3	3
C/C(CCC1CC(C)OC1=O)=N\NC(N)=S (configuration not stated)	-2	-3	1.2	1	2	1	-22	12	0
COc1ccc(N2C(=O)CC(Sc3n[nH]c(-c4ccccc4)n3)C2=O)cc1 (configuration not stated)	7	-4	0.99	53*	-3	0.93	1	9	1
CC(=O)N1CCN(C(=O)CNC(=O)c2cccs2)CC1	14	-5	0.94	-2	1	0.85	6	1	1
COc1cc2[nH]c(C(=O)N3CCN(C)CC3)cc2c(OC)c1OC	-4	0	0.94	-10	-3	1	6	-11	-1
Cc1onc(-c2ccccc2Cl)c1C(=O)OCC(=O)c1ccc[nH]1	3	-1	0.96	-9	-4	0.97	4	11	1
CCc1nc(SC)[nH]c(=O)c1C	8	0	0.94	-5	-3	0.92	6	8	1
CC1CC(OCC(O)CN2CCOCC2)CC(C)(C)C1 (configuration not stated)	7	1	1	0	4	0.93	0	15	1
O=C(CCc1ccccc1)Nc1sc2c(c1C(=O)O)CCCC2	4	-4	1	1	-3	0.96	-2	2	2
COCCn1nnnc1CN1CCC(C)CC1	8	-1	1	-2	-2	0.92	-4	-3	1
O=C(Nc1ccc2c(c1)OCO2)c1ccc(Cl)c(S(=O)(=O)N2CCOCC2)c1	4	-3	1.1	-4	-1	0.95	-5	5	1
CC1CCCCN1S(=O)(=O)c1ccc([N+](=O)[O-])cc1 (configuration not stated)	-12	0	0.94	-1	0	1.1	6	3	0
CC(/C=N/NC(=O)CN1CCN(Cc2ccc(Cl)cc2)CC1)=C\c1ccco1	0	-3	0.92	-6	2	1	8	19	-6
C#CCNC(=O)C1=C[C@H](c2ccc(Br)cc2)C[C@H](OCc2ccc(CO)cc2)O1	5	-2	0.87	3	10	0.95	13	17	-4
COCCn1c(SCc2ccc(C)cc2)nc2c1c(=O)[nH]c(=O)n2C	0	2	0.97	1	3	1	3	2	0
Cc1cccc(C)c1NCC(=O)N1CCN(Cc2ccccc2)CC1	1	-4	1.1	-4	28	0.99	-7	20	3
CCN(CC)CCSc1nc(O)c(Cc2ccccc2)c(=O)n1-c1ccccc1	-15	-3	1.1	1	1	1.1	-7	12	0
Cc1ccc(Cl)cc1N1CCN(S(=O)(=O)c2c(C)[nH]c(C)c2C(=O)N2CCCCC2)CC1	6	-6	0.77	-6	-3	0.94	23	-6	3
COc1ccc(-c2nc(CCNC(=O)c3cccs3)cs2)cc1	8	-2	1	-3	-1	0.92	-3	5	2
COc1ccccc1C1(O)CCN(C(=O)c2cccs2)CC1	2	1	1.1	-3	-4	0.98	-9	-15	2
